Screens from PubChem BioAssay.
aGlu spleen mod: qHTS Assay for Inhibitors and Activators of Human alpha-Glucosidase From Spleen Homogenate. Lysosomal alpha-glucosidase (Homo sapiens), P10253. human spleen homogenate, 4-MU-alpha-glucoside fluorescence. Potency, µM (top dose mostly 79.9 µM), for the others: at the top dose activity change, negative = inhibition, actives largely listed as inhibitors. 240,000 compounds, 0.006% hits;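 note: 0% = enzyme with vehicle and -100% = no enzyme basal signal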
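Enzyme source: human spleen homogenate, 1 ug/well. Buffer 50 mM citric acid/K phosphate pH 5.0, 0.01% Tween-20. 4-MU-alpha-glucoside 1 mM; 37 C x 40 min; NaOH/glycine stop; fluorescence.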
GAA inhib: qHTS Assay for Inhibitors of Human alpha-Glucosidase as a Potential Chaperone Treatment of Pompe Disease; Lysosomal alpha-glucosidase (Homo sapiens), P10253; purified human GAA, 4-MU-alpha-glucoside fluorescence; Potency, µM (doses to about 76.9 µM), inactives show at the top dose activity change, negative = inhibition, usual class: inhibitors; 200,000 compounds, 0.005% hits; AID 1466, 2008;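 note: plate controls were uninhibited enzyme wells for no effect and no-enzyme background for full effect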
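AC50 values come from Hill fits of compound titrations (up to 77 uM) against 4 nM human enzyme. Substrate 4-methylumbelliferyl-alpha-D-pyranoside at 400 uM, pH 5.0 citrate buffer, 20 min room temperature; fluorescence Ex 365/Em 440 after alkaline stop.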
RGS12 GoLoco inh: qHTS Assay for Inhibitors of RGS12 GoLoco Motif Activity (Red Fluorophore). Gai1:RGS12 GoLoco peptide FP, rhodamine, 10 min. Guanine nucleotide-binding protein G(i) subunit alpha-1 (Homo sapiens), P63096. Potency, µM (highest dose often 61.6 µM), without a hit: at the highest dose activity, negative = inhibition, hits mostly inhibitors. AID 880, 2007. 230,000 compounds, 0.44% hits; active = well fitted inhibition curve with a large enough effect, not every such curve was filed as active; inactive = no such curve, though single readings can be large or run the other way; note: % is set by controls: 0 for no effect and ±100 for the full control effect; nearly all actives have a fitted effect of over 30% in size; many of its hits are not listed in these tables
GLA spleen mod: qHTS Assay for Inhibitors and Activators of Human alpha-Galactosidase From Spleen Homogenate | 240,000 compounds, 0.008% hits | Potency, µM (doses to about 80 µM), for inactives: at the highest dose activity change, negative = inhibition, most hits filed as inhibitors | human spleen homogenate, 4MU-alpha-Gal fluorescence, 40 min | Alpha-galactosidase A (Homo sapiens), P06280 | AID 2107, 2009;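 note: 0% = enzyme with vehicle and -100% = no enzyme basal signal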
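Human spleen homogenate (1 ug) as enzyme source, 4-methylumbelliferyl-alpha-D-galactopyranoside 1 mM final, citrate/phosphate pH 5.0 with 0.01% Tween-20. Compounds 40 min at 37C, NaOH/glycine stop; fluorescence Ex 365/Em 440, Hill-fit AC50.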
SMN2 splice up: qHTS Assay for Enhancers of SMN2 Splice Variant Expression | 210,000 compounds, 2.8% hits | Potency, µM (highest dose often 46.1 µM), for the others: at the top dose activity change, positive = activation, most hits filed as activators | HEK293 SMN2-luciferase splicing reporter, luminescence, 30-36 h; note: % of control where 0% means no effect; nearly all actives have a fitted effect of over 55% in size
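HEK293 cells carry an SMN2 minigene-luciferase reporter in which exon 7 inclusion puts luciferase in frame. Cells were seeded at 2000 cells/well, attached for 10-12 hours, then exposed to compounds for 30-36 hours at 37C before ONE-Glo luminescence.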
GAA glycogen: qHTS Assay for Inhibitors and Activators of Human alpha-Glucosidase Cleavage of Glycogen; recombinant GAA, glycogen substrate, Amplex Red glucose oxidase fluorescence; 300,000 compounds, 0.38% hits; Lysosomal alpha-glucosidase (Homo sapiens), P10253; Potency, µM (series often up to 76.4 µM), for inactives: at the highest dose activity change, negative = inhibition, usual class: inhibitors;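 note: 0% = full enzyme reaction and -100% = no-enzyme basal signal; the screen sought inhibitors and activators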
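Recombinant human alpha-glucosidase (4 nM final) hydrolysed bovine liver glycogen (30 ug) for 40 min at 37 C in pH 5.0 citrate/phosphate with 0.01% Tween-20. Released glucose detected by glucose oxidase/Amplex Red, Ex 573/Em 610 nm. Compounds up to 77 uM; AC50 from Hill fits.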
KDM4E inh: qHTS Assay for Inhibitors of Human Jumonji Domain Containing 2E (JMJD2E); Lysine-specific demethylase 4E (Homo sapiens), B2RXH2; JMJD2E catalytic domain, FDH-coupled NADH fluorescence (FDH is formaldehyde dehydrogenase); Potency, µM (top dose mostly 57.1 µM), without a hit: at the highest dose activity change, negative = inhibition, actives largely listed as inhibitors; 230,000 compounds, 1.6% hits; active = well fitted inhibition curve with a large enough effect, not every such curve was filed as active; inconclusive = small, poorly fitted or top-dose-only effect, or another doubt; inactive = no such curve, though single readings can be large or run the other way;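 note: 0% = wells with enzyme and -100% = buffer wells without enzyme; nearly all actives have a fitted effect of over 50% in size; many of its hits are not listed in these tables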
Target sequence (B2RXH2 1-337 limits assumed): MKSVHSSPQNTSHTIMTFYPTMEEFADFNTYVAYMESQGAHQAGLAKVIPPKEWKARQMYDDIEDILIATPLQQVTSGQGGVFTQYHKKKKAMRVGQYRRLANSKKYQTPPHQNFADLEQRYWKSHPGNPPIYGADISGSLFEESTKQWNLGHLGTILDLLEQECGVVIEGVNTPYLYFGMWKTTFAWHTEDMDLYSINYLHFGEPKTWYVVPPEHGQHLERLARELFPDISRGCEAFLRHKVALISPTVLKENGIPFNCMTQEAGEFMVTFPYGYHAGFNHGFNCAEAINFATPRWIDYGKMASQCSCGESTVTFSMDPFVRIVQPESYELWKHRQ
ALDH1A1 inh: qHTS Assay for Inhibitors of Aldehyde Dehydrogenase 1 (ALDH1A1); AID 1030, 2008; Aldehyde dehydrogenase 1A1 (Homo sapiens), P00352; Purified ALDH1A1, NADH fluorescence, propionaldehyde substrate; Potency, µM (titrated, usually from 75.3 µM), for the others: at the highest dose activity, negative = inhibition, actives largely listed as inhibitors; 220,000 compounds, 7.3% hits; active = well fitted inhibition curve with a large enough effect, not every such curve was filed as active; inconclusive = small, poorly fitted or top-dose-only effect, or another doubt; inactive = no such curve, though single readings can be large or run the other way;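 note: plate controls were no enzyme wells and a reference inhibitor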
Target sequence (P00352 whole entry, looked up): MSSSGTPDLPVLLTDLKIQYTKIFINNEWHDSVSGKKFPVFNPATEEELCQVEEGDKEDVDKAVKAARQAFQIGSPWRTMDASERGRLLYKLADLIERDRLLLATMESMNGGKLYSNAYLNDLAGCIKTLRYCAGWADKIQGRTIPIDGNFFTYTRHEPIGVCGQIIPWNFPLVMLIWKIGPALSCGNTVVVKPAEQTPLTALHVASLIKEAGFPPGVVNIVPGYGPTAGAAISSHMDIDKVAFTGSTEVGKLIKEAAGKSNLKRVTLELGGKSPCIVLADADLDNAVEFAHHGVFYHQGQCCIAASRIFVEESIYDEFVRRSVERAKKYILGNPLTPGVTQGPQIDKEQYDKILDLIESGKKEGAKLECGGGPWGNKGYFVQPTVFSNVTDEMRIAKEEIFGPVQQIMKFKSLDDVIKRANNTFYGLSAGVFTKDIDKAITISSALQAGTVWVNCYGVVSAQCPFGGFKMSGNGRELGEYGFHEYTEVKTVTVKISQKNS
Active calls of the source: *; ? = inconclusive; . = not tested or not shown; & = joins results of further samples; [ ] = another dose, or the depositor's remark. Unless noted, calls come from the whole dose curve; as a rule, active = well fitted curve in the direction sought with a large enough effect; inconclusive = small, poorly fitted or top-dose-only effect, or another doubt; inactive = no such curve, though single readings can be large; an effect the other way counts as inactive or inconclusive. Potency is the fitted concentration of half-maximal effect.

mol,aGlu spleen mod,GAA inhib,RGS12 GoLoco inh,GLA spleen mod,SMN2 splice up,GAA glycogen,KDM4E inh,ALDH1A1 inh
Cc1csc(NC(=O)CCn2c(=O)oc3ccccc32)n1,6.9%,-0.4%,2.8%,6.6%,17.4%,2.4%,0.0%,3.3%
O=C1OCCN1C(=O)[C@H]1[C@H](c2ccc(Cl)cc2)C(c2cccc(Cl)c2)=NN1c1ccc(Br)cc1,29.1%,.,7.1%,?,.,.,.,?
COc1ccc(NS(=O)(=O)c2cc(NC(=O)C3CCCO3)ccc2N2CCCC2)cc1 (stereo unspecified),-8.2%,-9.5%,7.9%,-9.3%,10.8%,?,?,?
COc1ccc(CCNC(=O)C2CCN(S(=O)(=O)c3c(C)noc3C)CC2)cc1OC,2.2%,-3.5%,7.7%,1.6%,-12.3%,-18.3%,12.2%,9.6%
Cc1cc(NC(=O)CCC(=O)N(CC(=O)NC2CCCC2)Cc2ccc(F)cc2)no1,-3.6%,-4.1%,1.4%,0.1%,13.0%,6.7%,3.4%,?
COc1ccc(Cn2nc(-c3ccccc3)c(N3CCCCC3)cc2=O)cc1,.,4.5%,-4.6%,-0.4%,-55.6%[inhibitor],-5.1%,-2.2%,-15.5%
CN1CCN(CCNC(=O)c2cn(Cc3ccccc3F)nn2)CC1,1.0%,8.9%,16.0%,-5.9%,.,-2.2%,12.8%,5.7%
O=c1ccc(NS(=O)(=O)c2ccc(Cl)cc2)cn1Cc1ccc(Cl)c(Cl)c1,-3.0%,?,8.4%,2.6%,-12.4%,2.1%,-9.9%,-1.4%
C=CCn1c(-c2ccccc2)nc2nc3ccccc3nc21,2.1%,-2.8%,13.3%,2.0%,4.2%,-7.3%,10.1%,?
COc1ccc(C(=O)NCC(=O)NCC2(N(C)C)CCCCC2)cc1OC,-10.3%,-4.6%,0.7%,8.6%,-1.0%,1.0%,0.8%,8.8%
O=C(CSc1nc(-c2ccc(F)cc2)cs1)NC(=O)NCc1ccco1,-2.7%,-5.3%,12.2%,-10.0%,-5.6%,3.9%,-0.9%,-14.3%
Cc1ccccc1C(=O)N/N=C/c1ccncc1,-5.8%,6.8%,-23.6%,4.4%,-0.9%,-1.3%,-7.7%,7.2%
COc1ccc(NC(=O)c2ccc(COc3ccccc3OC)o2)cc1OC,-2.1%,1.6%,0.7%,2.2%,-22.7%&-12.1%,-8.6%[76.3 µM],-0.3%,2.4%
Cc1nc([N+](=O)[O-])c(NCCO)n1Cc1ccccc1,-7.8%,-0.4%,-4.1%,-4.3%,-1.8%,-8.0%,2.8%,2.0%
Cc1ccccc1S(=O)(=O)NC1OC(=O)C(Cl)=C1Cl (stereo unspecified),5.1%,9.7%,3.2%,4.9%,-16.3%,1.2%,-8.6%,?
COc1cc(NC(=S)N2CCCC(C)C2)c(OC)cc1Cl (stereo unspecified),-9.2%,-5.4%,-1.2%,7.5%,-11.5%,-15.0%,0.7%,?
CC(=O)Nc1c(NCC(C)C)c2ccccc2oc1=O,-5.7%,-3.7%,7.4%,-2.2%,3.1%,2.7%,2.1%,6.3%
CC(C)CSc1nnc(N)s1,-2.9%,-3.3%,13.9%,-2.8%,-2.6%,-1.3%,5.7%,9.6%
O=C(c1ccccc1-c1nc(-c2ccccc2)no1)N1CCCC1,-8.4%,-2.7%,8.0%,-1.3%,?,-1.3%,8.0%,3.2%
CC(NS(=O)(=O)c1ccc2[nH]c(=O)c(=O)[nH]c2c1)C(=O)O (stereo unspecified),0.7%,-2.2%,-14.6%,1.0%,.,8.0%,-11.3%,3.7%
CC1CN=C(N(C(=S)Nc2ccccc2)c2cccc(C(F)(F)F)c2)S1 (stereo unspecified),-6.2%,.,-2.1%,-8.3%,.,-5.7%,2.0%,.
O=C(CSc1nnc(SCc2ccc(F)cc2)s1)Nc1ccc(C(=O)O)cc1,8.1%,.,10.1%,1.7%,.,-0.7%,-1.0%,.
Cc1ccc(C(=O)NNC2CC(=O)N(c3ccc4c(c3)OCCO4)C2=O)cc1 (stereo unspecified),-4.8%,3.5%,6.7%,0.9%,-53.8%,-23.7%,-5.5%,?
O=C(/C=C/c1cccc([N+](=O)[O-])c1)N1CCN(Cc2ccc3c(c2)OCO3)CC1,4.2%,-0.9%,-11.3%,5.2%,-35.5%[inhibitor],-11.8%,-2.1%,?

Next part (2 carried over from the part before).
mol,aGlu spleen mod,GAA inhib,RGS12 GoLoco inh,GLA spleen mod,SMN2 splice up,GAA glycogen,KDM4E inh,ALDH1A1 inh
Cc1ccc(C(=O)NNC2CC(=O)N(c3ccc4c(c3)OCCO4)C2=O)cc1 (stereo unspecified),-4.8%,3.5%,6.7%,0.9%,-53.8%,-23.7%,-5.5%,?
O=C(/C=C/c1cccc([N+](=O)[O-])c1)N1CCN(Cc2ccc3c(c2)OCO3)CC1,4.2%,-0.9%,-11.3%,5.2%,-35.5%[inhibitor],-11.8%,-2.1%,?
O=C(COc1ccc(Cl)cc1Br)N1CCN(c2ccccc2)CC1,4.2%,-13.4%,-0.5%,-5.6%,-3.9%,-0.7%,3.9%,1.3%
Cc1cccc(N(C)c2cc(C)nc3ncnn23)c1,-4.3%,2.5%,-6.0%,-6.7%,-22.5%,-1.3%,2.5%,-2.4%
O=c1onc(-c2ccc(Cl)cc2)n1Cc1ccc(F)cc1,-8.1%,5.8%,3.0%,-0.7%,-22.0%,9.0%,-4.4%,?
O=C(c1ccc(Cl)cc1)c1oc2ccccc2c1CS(=O)c1ccc(Cl)cc1 (stereo unspecified),-2.0%,-10.6%,8.3%,-6.6%,-20.2%,17.3%,-25.7%,3.98µM*
CC(=O)Oc1ccc2c(c1)OC(c1ccccc1)CC21CC(C)(C)NC(=O)N1 (stereo unspecified),-14.2%,-9.3%,-1.4%,2.2%,-18.6%,2.5%,4.8%,9.2%
CCN1CCN(C(=S)c2ccc([N+](=O)[O-])cc2)CC1,-0.3%,-2.8%,2.4%,-7.3%,20.8%,1.4%,-1.8%,?
Cc1ccc(C)c(NC(=O)C2CC=CCC2C(=O)O)c1 (stereo unspecified),-0.1%,-3.5%,-1.3%,-0.3%,17.8%,-0.4%,-1.2%,11.8%
C=CCN(C1CCCCC1)S(=O)(=O)c1ccc2c(c1)oc(=O)n2C,-1.0%,-6.2%[15.4 µM],16.4%,-6.6%,-19.3%,4.8%,2.8%,-18.7%
CC1(C)CC(NC(=O)CCc2nnc(CCCCc3ccccc3)o2)CCO1 (stereo unspecified),-0.5%,11.9%,-5.8%,7.8%,.,-2.4%,12.6%,1.3%
CN=C(Nc1ccc(C)c(C)c1)SC1CC(=O)N(c2ccc(OC)cc2)C1=O (stereo unspecified),6.5%,5.8%,13.8%,7.2%,-4.6%,-8.0%,-25.5%,?
CCN(CC)c1c(-c2ccccc2)c2cc(C)ccc2[nH]c1=O,3.1%,-1.2%,6.2%,-1.2%,0.2%,-0.6%,?,-1.4%
COc1cccc(CNC(=O)C2CCN(S(=O)(=O)N3CC(C)CC(C)C3)CC2)c1 (stereo unspecified),-14.4%,4.1%,-0.3%,-4.5%,-1.0%,2.4%,2.3%,-3.1%
O=C1CC(c2ccccc2)Oc2ccccc21 (stereo unspecified),2.7%,.,0.2%,9.0%,3.7%,.,?,-3.1%
C=CCn1c(Cc2cccs2)nnc1SCC(=O)c1ccc2ccccc2c1,1.5%,-2.3%,13.2%,1.2%,-20.9%,-1.3%,-1.4%,-11.8%
O=C1CC(c2ccccc2)CN1C(=O)c1cccnc1 (stereo unspecified),-10.0%,?,8.1%,-14.7%,5.3%,0.0%,19.1%,0.7%
O=C(Nc1ccccc1)c1ccc(S(=O)(=O)N2CCCC2)cc1,-0.6%,-10.5%,-10.2%,-3.4%,-24.0%,10.9%,1.6%,-7.6%
CCOc1ccc(NC(=O)CC2SC(N)=NC2=O)c([N+](=O)[O-])c1 (stereo unspecified),0.0%,5.9%,8.5%,-7.0%,10.3%,-1.2%,1.1%,-7.0%
COc1cc(S(=O)(=O)Nc2ccccn2)ccc1F,-0.3%,0.7%,-3.8%,5.0%,-13.1%,-4.9%,?,?
O=S(=O)(c1ccc2c(c1)OCO2)N1CCN(c2nnnn2-c2ccccc2)CC1,-11.6%,1.4%,-22.0%,6.9%,0.2%,21.4%,0.1%,?
NNC(=O)c1ccc(Cn2cc(Br)cn2)cc1,-3.1%,2.5%,-0.2%,-7.8%,-7.3%,3.3%,?,5.62µM*
O=c1nc2ccccc2c2n1CC(CN1CCN(C(c3ccccc3)c3ccccc3)CC1)N2 (stereo unspecified),1.8%,12.2%,8.6%,-5.2%,-5.2%,22.8%,-12.2%,4.4%
COc1ccc2[nH]cc(CCNc3ncnc4ccc(-c5cccnc5)cc34)c2c1,3.2%,.,-2.2%,5.0%,.,.,.,?

An excerpt. The share of hits here may be higher or lower than overall.
